Bim-Bfl-1 – human Bim-Bfl-1 interaction inhibition | AID 1008 | Q16548 | inhibition, % at 10 µM | Bead-based flow cytometry, Bim-Bfl-1 binding inhibition | actives 0.12% (n = 190,000);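 also: 0% = wells without compound plus tracer and 100% = blocker peptide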
HRas wt GTP bind – modulators of GTP binding to human HRas wildtype; GST-Ras wt beads, Bodipy-FL-GTP binding, flow cytometry; actives lie on both sides; actives 0.14% (n = 190,000); P01112; GTP binding activity, % at 10 µM;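 active = GTP binding activity at least 20% away from the 100% baseline, either lowered as inhibitor or raised as activator; inconclusive = flagged as likely green fluorescent, judged across all proteins in the well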;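 also: 0% = unlabeled GTP competition control and 100% = no-compound control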
Target sequence (P01112 whole entry, looked up): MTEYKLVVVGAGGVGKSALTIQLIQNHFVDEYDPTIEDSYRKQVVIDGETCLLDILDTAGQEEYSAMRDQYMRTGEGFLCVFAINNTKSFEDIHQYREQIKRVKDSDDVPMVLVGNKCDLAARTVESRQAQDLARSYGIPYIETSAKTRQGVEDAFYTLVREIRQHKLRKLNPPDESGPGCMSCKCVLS
Bcl-XL Bim block – human Bim-Bcl-XL interaction inhibition; actives 0.04% (n = 190,000); Q07817; inhibition, % at 10 µM; Bim peptide-Bcl-XL binding, bead flow cytometry, fluorescence
Bim-Bcl-W – disrupts Bim peptide binding to human Bcl-W | AID 952 | inhibition, % at 10 µM | Q92843 | actives 0.02% (n = 190,000) | bead-based flow cytometry;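 also: 0% = bound tracer without compound and 100% = peptide blocker; higher means less fluorescent Bim peptide bound to Bcl-W beads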
Rab2A wt mod – changes GTP binding to wildtype dog Rab2A, up or down. GST-Rab2 wt beads, Bodipy-GTP binding, flow cytometry. GTP binding activity, % at 10 µM. actives 0.19% (n = 190,000). AID 760;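 active = GTP binding activity at least 20 points away from 100%, either lowered or raised; inconclusive = signal likely due to the compound's own green fluorescence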;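 also: 0% = beads with excess unlabeled GTP and 100% = no-compound control corrected for plate trend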
Rac1 act GTP bind – modulators of GTP binding to human Rac1 activated mutant. P63000. AID 764. percent activity (GTP binding), % at 10 µM. actives 0.11% (n = 190,000). GST-Rac1 activated beads, fluorescent GTP binding, flow cytometry; actives lie on both sides; 100% means binding = to untreated wells;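 active = GTP binding at least 20 percentage points away from the 100% baseline, in either direction, so actives lie on both sides; inconclusive = Compound likely fluorescent itself, or too few beads counted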
Rac1 wt GTP bind – human Rac1 wildtype GTP binding, inhibitors and activators. P63000. GST-Rac1 beads, fluorescent GTP binding, flow cytometry; actives lie on both sides; 0 = cold GTP competed, 100 = untreated. GTP binding activity (% of control), % at 10 µM. actives 0.27% (n = 190,000);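 active = GTP binding activity at least 20 points away from the 100% control level, either lower or higher; inconclusive = compound flagged as likely green fluorescent, judged across all proteins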
Bcl-2 Bim block – inhibitors of Bim-Bcl-2 interaction, human; Bead-based flow cytometry, Bim peptide-Bcl-2 binding; inhibition, % at 10 µM; P10415; actives 0.06% (n = 190,000); in the data active = inhibition above about 40%; inconclusive = no clear call, values can overlap the other calls;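 also: 0% = no compound wells with probe peptide and 100% = reference peptide inhibitor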
Target sequence (P10415 whole entry, looked up): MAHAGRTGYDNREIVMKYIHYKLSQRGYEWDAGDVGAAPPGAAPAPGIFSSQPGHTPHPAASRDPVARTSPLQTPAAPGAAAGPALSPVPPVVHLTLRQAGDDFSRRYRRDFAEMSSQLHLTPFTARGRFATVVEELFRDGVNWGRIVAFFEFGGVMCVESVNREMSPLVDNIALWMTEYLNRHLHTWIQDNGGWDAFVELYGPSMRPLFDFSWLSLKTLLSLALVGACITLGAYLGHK
Bcl-B Bim block – disrupts Bim peptide binding to human Bcl-B | inhibition, % at 10 µM | Q9HD36 | bead-based flow cytometry | actives 0.073% (n = 190,000);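 also: 0% = tracer peptide without compound and 100% = reference inhibitor peptide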
Target sequence (Q9HD36 whole entry, looked up): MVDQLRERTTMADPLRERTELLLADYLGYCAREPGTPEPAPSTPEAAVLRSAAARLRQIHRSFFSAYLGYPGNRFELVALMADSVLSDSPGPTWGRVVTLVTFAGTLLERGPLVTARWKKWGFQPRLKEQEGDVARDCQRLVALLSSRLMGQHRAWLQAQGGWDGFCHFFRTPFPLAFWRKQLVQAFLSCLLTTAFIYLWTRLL
Rab7 wt GTP bind – dog Rab7 wildtype GTP binding, inhibitors and activators | GST-Rab7 beads, fluorescent GTP binding, flow cytometry; actives lie on both sides; untreated = 100%, excess cold GTP = 0% | GTP binding activity (percent of control), % at 10 µM | actives 0.055% (n = 190,000) | AID 758;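 active = fluorescent GTP binding to Rab7 beads changed by at least 20 points from the 100% baseline, either direction, mostly lower; inconclusive = compound itself probably fluorescent, or too few beads counted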;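 also: median green fluorescence of bound Bodipy-FL-GTP per Rab7 bead population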
Cdc42 wt GTP – human Cdc42 wildtype GTP binding change, either direction; P60953; GST-Cdc42 beads, Bodipy-GTP binding, flow cytometry; actives lie on both sides; percent activity (GTP binding), % at 10 µM; actives 0.2% (n = 190,000); AID 761;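 active = percent activity GTP binding at least 20 points away from the 100% baseline, either down as inhibitor or up as activator; inconclusive = compound flagged as likely green fluorescent from well-wide comparison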;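 also: median bead fluorescence of bound Bodipy-FL-GTP at 100 nM; 0% = excess unlabeled GTP control and 100% = no compound control; below 100% means less GTP binding so inhibitor and above means activator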
Active calls of the source: *; ? = inconclusive; · = not tested or not shown; & = joins results of further samples. Rule as the data show it, unless noted: active = inhibition above about 40%.

(1) CN1CCCN=C1COC(=O)C(O)(c1ccccc1)C1CCCCC1 (centres undefined)
(2) Cc1cncn1CCc1nc2c3ccccc3nc(SCC(=O)Nc3cccc(Cl)c3)n2n1
(3) N#Cc1ccc(C(c2ccc(C#N)cc2)n2cncn2)cc1
(4) CC1Cc2ccccc2N1NC(=O)c1ccc(Cl)c(S(N)(=O)=O)c1 (centres undefined)
(5) CCC(NC(C)C)C(O)c1ccc(O)c2[nH]c(=O)ccc12 (centres undefined)
(6) CC(C)=CCOc1c2ccoc2cc2oc(=O)ccc12
(7) Cc1cccc2c1NC(=O)C2(c1ccc(O)cc1)c1ccc(O)cc1
(8) COc1cc2ncnc(Nc3cccc(Cl)c3)c2cc1OC
Assay by compound	1	2	3	4	5	6	7	8
Bim-Bfl-1	-2	0	0	-2	0	1	-6	-2
HRas wt GTP bind	101	100	·	94	100	96	100	·
Bcl-XL Bim block	-4	-3	1	0	-2	0	-1	0
Bim-Bcl-W	-2	0	0	0	0	-1	2	1
Rab2A wt mod	100	99	·	97	103	95	101	·
Rac1 act GTP bind	98	101	·	99	99	95	100	·
Rac1 wt GTP bind	99	106	·	100	99	98	104	·
Bcl-2 Bim block	0	4	-3	-1	3	3	-9	-3
Bcl-B Bim block	-6	7	-2	0	-5	-1	-6	-2
Rab7 wt GTP bind	102	97	·	92	101	97	102	·
Cdc42 wt GTP	100	104	·	100	102	99	99	·

(9) C/C=C(/C)C(=O)OC(C)(C)[C@@H]1Cc2c(ccc3ccc(=O)oc23)O1
(10) CCCc1nc(C(C)(C)O)c(C(=O)O)n1Cc1ccc(-c2ccccc2-c2nn[nH]n2)cc1
(11) C=CC[n+]1ccc(/C=C2\C=Cc3cc(C)ccc3N2CC)c2ccccc21
(12) COc1ccc(C2CNC(=O)C2)cc1OC1CCCC1 (centres undefined)
(13) CCCCNc1ccc(C(=O)OCCN(C)C)cc1
(14) O=C(O)CCC(=O)c1ccc(-c2ccccc2)cc1
(15) C/C=C/C(=O)N(CC)c1ccccc1C
(16) CCn1cc(C(=O)O)c(=O)c2cnc(N3CCNCC3)nc21
Assay by compound	9	10	11	12	13	14	15	16
Bim-Bfl-1	-3	0	1	-2&1&0	-3	0	-5	-1
HRas wt GTP bind	102	·	105	99	101	102	·	98
Bcl-XL Bim block	-4	-1	0	-1&-2&-2	-6	-4	-4	-3
Bim-Bcl-W	-5	-3	5	-3&-2&0	-4	0	0	-3
Rab2A wt mod	99	·	102	99	104	104	·	98
Rac1 act GTP bind	97	·	100	98	100	·	·	97
Rac1 wt GTP bind	106	·	108	102	103	·	·	96
Bcl-2 Bim block	-2	-3	4	2&-2&0	-5	-2	-4	0
Bcl-B Bim block	-5	-1	8	-1&0&0	-4	-2	-4	-6
Rab7 wt GTP bind	98	·	103	94	97	92	·	101
Cdc42 wt GTP	104	·	98	103	101	103	·	99

(17) CCCCCC(=O)O[C@]1(C(C)=O)CC[C@H]2[C@@H]3CCC4=CC(=O)CC[C@]4(C)[C@H]3CC[C@@]21C
(18) O=C(O)c1cccnc1Nc1cccc(C(F)(F)F)c1
(19) CC(=O)CCCCn1c(=O)c2c(ncn2C)n(C)c1=O
(20) COc1ccc(C[C@H]2COC(=O)[C@@H]2Cc2ccc(OC3OC(CO)C(O)C(O)C3O)c(OC)c2)cc1OC (some centres undefined)
(21) O=c1oc2c(O)c(O)cc3c(=O)oc4c(O)c(O)cc1c4c23
(22) Cc1ccc(N(CC2=NCCN2)c2cccc(O)c2)cc1
(23) CNCCCN1c2ccccc2CCc2ccccc21
(24) C1COC(NC(C2CC2)C2CC2)=N1
(25) CC(=O)Nc1ccc(CC(=O)O)cc1
(26) CN(C)CCCC1(c2ccc(F)cc2)OCc2cc(C#N)ccc21 (centres undefined)
Assay by compound	17	18	19	20	21	22	23	24	25	26
Bim-Bfl-1	0	0	-6&0	-3	17	-2&0&1	-4	-4	-1	-2&-1
HRas wt GTP bind	100	100	100	100	?	101&101&100	101	95	·	97
Bcl-XL Bim block	-2	-3	0&0	-1	9	-1&-4&-1	-7	-2	-3	-6&-3
Bim-Bcl-W	-1	-1	0&-1	-3	16	0&-3&0	-3	0	-1	-1&0
Rab2A wt mod	99	99	99	100	?	101&105&105	102	100	·	97
Rac1 act GTP bind	96	98	99	97	?	99&100&99	100	101	·	98
Rac1 wt GTP bind	98	99	100	107	?	103&102&99	105	103	·	101
Bcl-2 Bim block	3	0	0&-1	-3	15	0&-2&-1	-6	0	-1	-1&-3
Bcl-B Bim block	-8	-5	1&0	-4	3	0&-2&-2	-3	-1	2	-3&-1
Rab7 wt GTP bind	102	92	99	97	?	97&101&101	97	96	·	93
Cdc42 wt GTP	96	101	98	106	?	102&103&103	101	104	·	100

Shown bar-delimited: part of the list above
No. | Compound | Bim-Bfl-1 | HRas wt GTP bind | Bcl-XL Bim block | Bim-Bcl-W | Rab2A wt mod | Rac1 act GTP bind | Rac1 wt GTP bind | Bcl-2 Bim block | Bcl-B Bim block | Rab7 wt GTP bind | Cdc42 wt GTP
19 | CC(=O)CCCCn1c(=O)c2c(ncn2C)n(C)c1=O | -6&0 | 100 | 0&0 | 0&-1 | 99 | 99 | 100 | 0&-1 | 1&0 | 99 | 98
20 | COc1ccc(C[C@H]2COC(=O)[C@@H]2Cc2ccc(OC3OC(CO)C(O)C(O)C3O)c(OC)c2)cc1OC (some centres undefined) | -3 | 100 | -1 | -3 | 100 | 97 | 107 | -3 | -4 | 97 | 106
21 | O=c1oc2c(O)c(O)cc3c(=O)oc4c(O)c(O)cc1c4c23 | 17 | ? | 9 | 16 | ? | ? | ? | 15 | 3 | ? | ?
22 | Cc1ccc(N(CC2=NCCN2)c2cccc(O)c2)cc1 | -2&0&1 | 101&101&100 | -1&-4&-1 | 0&-3&0 | 101&105&105 | 99&100&99 | 103&102&99 | 0&-2&-1 | 0&-2&-2 | 97&101&101 | 102&103&103
23 | CNCCCN1c2ccccc2CCc2ccccc21 | -4 | 101 | -7 | -3 | 102 | 100 | 105 | -6 | -3 | 97 | 101
24 | C1COC(NC(C2CC2)C2CC2)=N1 | -4 | 95 | -2 | 0 | 100 | 101 | 103 | 0 | -1 | 96 | 104
25 | CC(=O)Nc1ccc(CC(=O)O)cc1 | -1 | · | -3 | -1 | · | · | · | -1 | 2 | · | ·
26 | CN(C)CCCC1(c2ccc(F)cc2)OCc2cc(C#N)ccc21 (centres undefined) | -2&-1 | 97 | -6&-3 | -1&0 | 97 | 98 | 101 | -1&-3 | -3&-1 | 93 | 100

This is a subset. The share of hits here may be higher or lower than overall.
